CYP2C9 activ – increases human cytochrome P450 2C9 activity | P11712 | recombinant CYP2C9, luciferin-H conversion, luminescence; stronger effect = higher value; factor 1 = untreated enzyme, 0 = blocked | actives 1.4% (n = 96,000) | activation factor at 5 µM | AID 1024;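 active means activation factor of 2 or more for CYP2C9 at a 5 µM dose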;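 further: 0 = sulfaphenazole-blocked wells and 1 = vehicle-only wells; values of inactives mirror those of a sister screen read the other way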
PLAP act – activates human placental alkaline phosphatase; AID 696; actives 1.2% (n = 96,000); P05187; activation fold at 20 µM; purified PLAP enzyme, luminescent substrate read-out; stronger effect = higher value; in the data active means activation fold above about 2
CYP2C9 inhib – human CYP2C9 inhibition. P11712. CYP2C9 Supersomes, luciferin-H conversion, luminescence. inhibition, % at 5 µM. actives 20% (n = 96,000). AID 777;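 active means blocking of liver enzyme CYP2C9 beyond about 50% at 5 µM, limit read from the data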; further: values of inactives mirror those of a sister screen read the other way
EphB4 ephrin blk – antagonists of human EphB4-ephrin-B2 interaction; P54760; actives 0.15% (n = 97,000); inhibition, % at 7 µM; EphB4 LBD / TNYL-RAW-Alexa532 peptide, fluorescence polarization;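 active means inhibition above the screen-wide mean inhibition plus 3 SD, cut at about 15% in these data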;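 further: 0% = DMSO wells and 100% = excess unlabeled TNYL-RAW peptide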
Target sequence (P54760 whole entry, looked up, the tested form may be a part): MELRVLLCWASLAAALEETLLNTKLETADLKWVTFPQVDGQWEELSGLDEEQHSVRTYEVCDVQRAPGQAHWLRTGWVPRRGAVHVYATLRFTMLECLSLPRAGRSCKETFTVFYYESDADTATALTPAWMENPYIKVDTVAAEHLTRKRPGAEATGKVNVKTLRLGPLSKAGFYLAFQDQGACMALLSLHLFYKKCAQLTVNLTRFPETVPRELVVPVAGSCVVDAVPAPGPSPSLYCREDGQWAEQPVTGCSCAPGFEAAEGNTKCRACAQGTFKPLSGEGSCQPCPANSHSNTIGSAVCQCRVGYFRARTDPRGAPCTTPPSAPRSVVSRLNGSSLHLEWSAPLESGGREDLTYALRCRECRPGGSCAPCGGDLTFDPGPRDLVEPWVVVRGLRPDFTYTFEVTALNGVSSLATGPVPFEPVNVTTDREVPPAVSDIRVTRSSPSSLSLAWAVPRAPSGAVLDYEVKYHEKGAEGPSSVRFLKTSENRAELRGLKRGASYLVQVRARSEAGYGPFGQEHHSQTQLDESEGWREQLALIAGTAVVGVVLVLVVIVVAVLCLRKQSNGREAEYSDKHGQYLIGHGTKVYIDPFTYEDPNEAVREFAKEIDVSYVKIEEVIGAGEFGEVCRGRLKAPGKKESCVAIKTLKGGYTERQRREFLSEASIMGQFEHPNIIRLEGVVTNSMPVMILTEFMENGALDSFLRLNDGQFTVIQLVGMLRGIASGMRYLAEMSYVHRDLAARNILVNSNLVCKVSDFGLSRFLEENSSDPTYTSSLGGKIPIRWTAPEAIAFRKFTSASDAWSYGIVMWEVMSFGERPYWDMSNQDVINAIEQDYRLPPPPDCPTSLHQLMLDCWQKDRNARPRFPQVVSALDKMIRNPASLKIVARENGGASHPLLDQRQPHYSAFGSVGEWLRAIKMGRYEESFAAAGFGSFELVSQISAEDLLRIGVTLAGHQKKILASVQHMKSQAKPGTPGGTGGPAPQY
CYP2C19 inhib – blocks human cytochrome P450 2C19 | P33261 | CYP2C19 Supersomes, luciferin-H EGE luminescence, 30 min | inhibition, % at 5 µM | actives 21% (n = 96,000);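 active means CYP2C19 inhibition above a set limit at 5 µM in the primary screen, cut at about 50% in these data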;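 further: plate controls were negative control wells for no effect and 2.5 mM tranylcypromine positive control for full effect; values of inactives mirror those of a sister screen read the other way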
PostGolgi yeast – growth inhibition of a yeast mutant, post-Golgi transport screen; AID 739; actives 0.9% (n = 98,000); inhibition, % at 10 µM; post-Golgi transport phenotypic cell assay; in the data active means inhibition above about 30%;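 further: yeast cells grown in 1536-well plates; yeast grown about 18 h at 30C before absorbance read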
Ecoli WT expand – E. coli BW25113 growth inhibition, expanded screen; OD600 absorbance; growth inhibition, % at 100 µM; actives 0.15% (n = 98,000); AID 710;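 active means growth inhibition above about 50% at one test dose, limit read from the data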;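 further: growth measured after 20 h incubation at 37 °C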
PTK2B oligo ant – blocks oligomerization of human Pyk2 in cells. Q14289. Q293 cells, Pyk2 FERM NanoBiT luminescence; stronger effect = lower value. z-score (the deposit names both 25 µM and 10 µM). actives 0.83% (n = 99,000). AID 1347419;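 active means Z-score of -3 or lower, scaled per plate to the spread of control and sample wells; inactive means z-score above -3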;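 further: negative z-score means lost luminescence so less FERM oligomerization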
CYP2C19 activ – increases human CYP2C19 enzyme activity; P33261; recombinant CYP2C19, luciferin-H EGE luminescence; stronger effect = higher value; 0 = fully inhibited enzyme, 1 = untreated enzyme; activation factor at 5 µM; 96,000 tested, under 10 active;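 active means activation factor of at least 2 at 5 µM in the primary screen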;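 further: 0 = wells with 2.5 mM tranylcypromine and 1 = vehicle-only wells; values of inactives mirror those of a sister screen read the other way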
* marks the source's active call; other numbers are inactive results; · = no result given.

SMILES	CYP2C9 activ	PLAP act	CYP2C9 inhib	EphB4 ephrin blk	CYP2C19 inhib	PostGolgi yeast	Ecoli WT expand	PTK2B oligo ant	CYP2C19 activ
CC(=O)c1ccc(N=Cc2c(O)n(-c3cc(Cl)ccc3N3CCOCC3)c(=O)c3ccccc23)cc1	0.6	1.6	39	2	17	0	-15	-1.7	0.8
C/C(=N\NC(=O)C1COc2ccccc2O1)c1cccs1 (stereo not drawn)	0.7	0.8	30	-1	80*	1	-4	0.25	0.2
Clc1ccc(-c2nnc3cccc(Cl)n23)c(Cl)c1	1	1.2	4	5	39	-5	0	0.67	0.6
O=C(NC1CCCCC1)N1CCN(C(=O)c2ccco2)CC1	0.9	0.9	5	-1	8	3	4	-0.46	0.9
Cc1cc(C)n(CC(O)COc2ccccc2)n1 (stereo not drawn)	0.7	1	32	-2	38	1	-1	-0.1	0.6
CC(=O)Nn1c(COc2ccccc2C)nc2ccccc2c1=O	0.2	1	77*	13	76*	-8	-1	1.3	0.2
Cc1ccccc1-c1nc(CN2CCC(C(=O)NCCCN3CC(C)CC(C)C3)CC2)c(C)o1 (stereo not drawn)	1.1	2*	-9	-5	-12	-3	6	-0.35	1.1
CCCC12CN3CC(C)(CN(C1)C3c1ccc3c(c1)OCO3)C2=O (stereo not drawn)	1.3	1.1	-25	0	73*	3	18	4	0.3
Cc1ccc(S(=O)(=O)N2CCCC(C(=O)O)C2)s1 (stereo not drawn)	1	1.1	-5	-5	-6	14	0	·	1.1
COc1ccccc1C1(O)CC2CCC(C1)N2S(=O)(=O)c1ccc(C(C)=O)cc1 (stereo not drawn)	1.2	1	-19	-2	30	21	-2	-1.2	0.7
CN(C(=O)c1cccc(C#N)c1)c1nnc(-c2ccccn2)s1	0.9	1.1	13	-6	14	13	-5	0.22	0.9
CCOc1ccc(S(=O)(=O)Nc2cc(Cl)ccc2O)cc1	0	1.8	100*	-3	100*	17	33	-0.13	0
CN1CCN(Cc2cccc(Oc3ccccc3)c2)CC1	0.9	1.4	10	-4	69*	21	7	1	0.3
COC(=O)CN1C(=O)C(C)=C(c2ccc(C)cc2)S1(=O)=O	0.8	1	16	·	36	8	-14	0.28	0.6
Cc1cc(Oc2ccccc2)nc2ccc(O)cc12	1.9	1.1	-85	·	80*	0	23	·	0.2
COc1ccc(Nc2nnc(SCc3cc([N+](=O)[O-])cc4c3OCOC4)s2)cc1	0.1	1.4	94*	1	37	5	-8	-0.2	0.6
CCCCCCCCCSc1n[nH]c(N)n1	0.8	1.2	20	-5	22	5	16	0.15	0.8
CCC(C)c1ccc(Nc2ncccc2C#N)cc1 (stereo not drawn)	0.8	1.1	24	-4	8	-11	2	0.55	0.9
CCOC(=O)c1c(C)[nH]c(C(=O)CN2C(=O)NC(C)(c3ccc(C)cc3)C2=O)c1C (stereo not drawn)	0.3	1.3	75*	·	83*	·	·	-1.1	0.2
CS(=O)(=O)N1CCN(C(=O)c2ccncc2)CC1	0.9	1.1	13	0	3	-7	-5	0.92	1
Cc1ccc(C(=O)OCC(=O)NC(=O)c2cccn2C)cc1	1	1	1	-3	14	-6	-5	1.4	0.9
Cc1ccc(CSc2nnc(NC(=O)C3COc4ccccc4O3)s2)cc1 (stereo not drawn)	1	1	-2	12	-12	-8	-13	0.43	1.1
Cc1ccc(OCCCC(=O)Nc2ccc(Br)cc2)cc1	0.6	0.8	36	-3	24	-5	1	0.55	0.8
C=CCNc1nnc(SCC(=O)N2CCCCC2)c2ccccc12	1.3	1.4	-26	·	51*	-1	-3	-0.13	0.5
OC(COc1ccc(OCc2ccccc2)cc1)CN1CCOCC1 (stereo not drawn)	0.9	1.1	8	4	-13	-3	-2	0.43	1.1

The list continues.
SMILES	CYP2C9 activ	PLAP act	CYP2C9 inhib	EphB4 ephrin blk	CYP2C19 inhib	PostGolgi yeast	Ecoli WT expand	PTK2B oligo ant	CYP2C19 activ
O=C(Nc1ccc2nc(-c3cccnc3)[nH]c2c1)c1ccco1	0.8	0.9	17	·	10	-16	14	·	0.9
CCCn1c(Cc2ccccc2)n[nH]c1=S	1.1	0.9	-5	-2	16	3	6	0.86	0.8
CCSCCNC(=O)c1cc(-n2cnnc2)ccc1Cl	1.2	1.1	-16	-1	-11	4	-1	0.51	1.1
CC(=O)Nc1ccc(OCC(O)Cn2c(C)nc3ccccc32)cc1 (stereo not drawn)	0.5	1	45	-1	39	3	-2	1.9	0.6
Cn1c(=O)oc2cc(S(=O)(=O)N3CCCC(C(=O)NCC4COc5ccccc5O4)C3)ccc21 (stereo not drawn)	0.7	1.5	34	·	18	3	0	·	0.8
O=c1[nH]nc(Sc2ncnc3sccc23)n1CCc1ccccc1	0.8	1	25	-5	80*	-3	4	-1.7	0.2
COc1cc(C(=O)Oc2ccccc2N)cc(OC)c1OC	0.3	1.7	68*	·	43	-1	4	-0.75	0.6
COc1ccc(CNC(=O)C(=O)NCC2CCCO2)cc1 (stereo not drawn)	1.2	0.9	-22	2	-15	0	7	-0.19	1.1
CCOC(=O)c1c(NC(=O)CSc2nnc(CNC(=O)c3ccco3)n2C)sc2c1CCC2	0.3	1.4	70*	1	2	-2	-4	-0.67	1
Cc1cccc(-c2noc(CCC(=O)NCC3CCCO3)n2)c1 (stereo not drawn)	1.1	1	-12	-4	60*	-2	6	0.02	0.4
CCOC(=O)c1nnc(-c2ccc(C)cc2)nc1Sc1ccc(Cl)cc1	0.8	1.1	21	2	-5	21	-4	1.1	1.1
CCC(NS(=O)(=O)c1ccc(C)cc1)C(=O)N1CCC2(O)CCCCC2C1 (stereo not drawn)	1.4	1.1	-35	-1	0	0	0	0.76	1
COc1cccc(C(=O)OCC(=O)Nc2ccccc2N2CCOCC2)c1	0.5	1	51*	6	39	4	2	1.4	0.6
Cc1cc(C)c(C)c(S(=O)(=O)NCC(=O)Nc2sc3c(c2C(N)=O)CCCC3)c1C	0.8	1.3	22	-5	32	20	-5	-0.39	0.7
Cc1noc(C)c1Cc1c(Cl)cccc1Cl	0.9	1.1	5	-2	47	2	5	0.06	0.5
CC1CN(C(=O)c2scc3c2OCCO3)CC(C)O1 (stereo not drawn)	1	1	1	-5	15	0	0	-0.69	0.9
Cc1ccccc1Nc1nc(-c2sc(NC(=O)c3cccc(Cl)c3)nc2C)cs1	0.7	1.2	32	-3	40	-7	-23	·	0.6
O=C(CN(Cc1ccccc1Cl)C(=O)c1ccc(CN2CCOCC2)o1)NCC1CCCO1 (stereo not drawn)	1	1.3	1	3	0	5	0	0.12	1
Cc1cccc(-c2ccc(C=Nc3c(C)n(C)n(-c4ccccc4)c3=O)o2)c1	0.8	1.8	19	0	16	0	7	1.3	0.8
CSCc1cc(N(C)C)nc(SCc2ccc(Cl)cc2Cl)n1	0.4	1	57*	4	40	-5	-14	-0.32	0.6
CCOC(=O)C1CCCN(c2nc3ccccc3nc2C(C#N)C(=O)NCc2ccccc2)C1 (stereo not drawn)	0.4	1.2	62*	-1	28	-5	-16	-0.53	0.7
Cc1ccc(C)c(S(=O)(=O)NCC(=O)Nc2sc3c(c2C(N)=O)CCC(C)C3)c1 (stereo not drawn)	1	0.9	-1	3	15	-8	-3	0.9	0.8
CCNS(=O)(=O)c1ccc(NC(=O)c2cc(C(F)(F)F)nn2C)cc1	0.8	0.9	18	-1	12	-1	10	0.54	0.9
COC(=O)c1ccc(Oc2nc(C(N)=O)cc(-c3ccccc3)n2)cc1	0.9	1.2	12	1	5	1	-6	-0.87	1
COc1cccc(C2=NOC(C(=O)NC3CCCCC3)C2)c1 (stereo not drawn)	2.9*	1.1	-190	-9	10	5	17	-0.4	0.9

Overlap with the part before: four entries, then new ones.
SMILES	CYP2C9 activ	PLAP act	CYP2C9 inhib	EphB4 ephrin blk	CYP2C19 inhib	PostGolgi yeast	Ecoli WT expand	PTK2B oligo ant	CYP2C19 activ
Cc1ccc(C)c(S(=O)(=O)NCC(=O)Nc2sc3c(c2C(N)=O)CCC(C)C3)c1 (stereo not drawn)	1	0.9	-1	3	15	-8	-3	0.9	0.8
CCNS(=O)(=O)c1ccc(NC(=O)c2cc(C(F)(F)F)nn2C)cc1	0.8	0.9	18	-1	12	-1	10	0.54	0.9
COC(=O)c1ccc(Oc2nc(C(N)=O)cc(-c3ccccc3)n2)cc1	0.9	1.2	12	1	5	1	-6	-0.87	1
COc1cccc(C2=NOC(C(=O)NC3CCCCC3)C2)c1 (stereo not drawn)	2.9*	1.1	-190	-9	10	5	17	-0.4	0.9
Cc1ccccc1NC(=O)CSc1nnc(Cc2cccn2C)n1-c1ccc(F)cc1	0.9	1.2	14	7	2	-2	-4	·	1
CC1CC(C)CN(CCCNC(=O)Cn2ncn3cccc3c2=O)C1 (stereo not drawn)	0.9	1	6	3	-2	-11	1	1.1	1
O=C(CCOc1ccccc1)NCC(c1ccco1)N1CCCCC1 (stereo not drawn)	1	1.6	2	1	66*	-2	-4	-0.52	0.3
CC(C)NC(=O)C1(c2ccccc2)CCOCC1	1.2	1.2	-17	-3	1	4	0	-0.8	1
Cc1nc(NC(=O)CSc2ccccc2N)sc1C	0.2	0.9	76*	-3	48	2	10	·	0.5
CCC(=O)NC(Nc1cccc(C)n1)(C(F)(F)F)C(F)(F)F	1	1	2	1	-2	-6	-9	0.35	1
C/C(=N\NS(=O)(=O)c1ccc(Cl)c([N+](=O)[O-])c1)c1ccc(C)o1	0.1	1.3	88*	2	83*	2	-2	0.95	0.2
COc1ccc2[nH]c(C)c(CCN(Cc3cccs3)C(=S)Nc3ccccc3OC)c2c1	0.6	1.2	43	2	25	-10	-16	·	0.7
CCOC(=O)N1CCN(C(=O)c2ccccc2NC(=O)c2ccc(OC)cc2)CC1	1	1.3	-1	4	2	0	7	1.6	1
Cc1ccc(-c2csc3nnc(SCC(=O)N4CCN(Cc5ccccc5)CC4)n23)cc1	0.3	1.5	68*	-3	57*	0	-7	1.4	0.4
O=C(O)c1ccc2c(c1)OCCO2	0.9	0.8	9	3	-9	1	-4	2	1.1
CCCc1nc(N)c(C#N)c(-c2ccco2)c1CC	0.5	0.8	50*	0	59*	24	-1	0.06	0.4
c1ccc(CSc2nnc(-c3ccco3)n2Cc2ccccc2)cc1	0.7	1	32	2	30	9	1	-0.4	0.7
COc1ccc(C2CC(c3ccccc3)=NN2C(=O)c2cccs2)cc1 (stereo not drawn)	1	1.2	3	9	-8	-16	1	-0.3	1.1
CC(NC(=O)C1CCCCC1)c1ccc2c(c1)OCCO2 (stereo not drawn)	1	1	-1	3	-3	-3	-10	0.35	1
COCCN(CC(=O)NCc1ccccc1)C(=O)CCC(=O)Nc1ccccn1	1	1.2	-5	-4	0	4	5	0.56	1
O=C(Cc1cccs1)NCc1cccs1	0.9	0.8	14	-7	46	1	9	1.5	0.5
Cc1ccccc1OCCNC(=S)Nc1ccccc1	0.9	0.9	9	-5	70*	-26	2	0.71	0.3
Cc1cc2n(n1)C(c1sccc1C)Nc1ccccc1-2 (stereo not drawn)	0.4	1.3	56*	1	66*	15	-1	-0.28	0.3
CC(=O)C1=NOC(CNC(=O)c2c(-c3ccccc3Cl)noc2C)C1 (stereo not drawn)	0.9	0.9	7	-9	10	7	-3	-0.18	0.9
Cc1cc(C)nc(SCc2cccc(C(=O)O)c2)n1	1.1	0.9	-6	2	-4	3	-7	1.9	1
Cc1cccc(NC(=O)COC(=O)CNC(=O)C2CCCCC2)c1	0.8	0.9	24	2	25	1	5	0.42	0.7
COC(=O)c1ccc(Oc2nc(N3CCCCC3)nc(N3CCOCC3)n2)cc1	0.7	1	30	5	32	-12	-5	1.3	0.7
CCn1c(CNC(=O)COc2c(C)cccc2C)nnc1SCC(=O)Nc1nccs1	0.9	1	9	0	10	6	-9	-0.23	0.9
O=C(NCc1cn2ccsc2n1)c1c(F)cccc1Cl	1.2	0.9	-17	5	13	-1	5	·	0.9
CN(C)c1ccc(C2N(C(=O)N3CCOCC3)CCN2S(=O)(=O)c2ccccc2)cc1 (stereo not drawn)	0.9	0.9	5	2	10	-1	8	-0.22	0.9
